Screens from PubChem.
CHO-K1 Ca PAM: nonselective calcium activators in parental CHO-K1 cells, primary screen, counter-screen for M1 PAM project, cell-based, Fluo-8 calcium fluorescence, full deck, 1536-well; hit rate 0.02% among 360,000; ATP EC20; 0% at ATP EC20, 100% at ATP max; AID 602247, 2012; activation, % at 3 µM;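 active = activation above the run cutoff, the mean activation of all test compounds plus 3 SD, cut at about 40% in these data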;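 also: peak over basal fluorescence ratio in a 140 s read after ATP addition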
OXTR ag: human OXTR agonists, primary screen, fluorescence, CHO-OTR cells, Fluo-8 calcium; hit rate 0.32% among 320,000; AID 2435, 2010; Fluo-8 calcium fluorescence; normalized: DMSO 0%, oxytocin 100%; activation, % at 3 µM; Oxytocin receptor (Homo sapiens), P30559;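 active = activation above the mean of all tested compounds plus 3 SD, cutoff set per screening run, cut at about 20% in these data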;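 also: peak over basal fluorescence ratio from a 100 s FLIPR kinetic read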
Target sequence (P30559 whole entry, looked up): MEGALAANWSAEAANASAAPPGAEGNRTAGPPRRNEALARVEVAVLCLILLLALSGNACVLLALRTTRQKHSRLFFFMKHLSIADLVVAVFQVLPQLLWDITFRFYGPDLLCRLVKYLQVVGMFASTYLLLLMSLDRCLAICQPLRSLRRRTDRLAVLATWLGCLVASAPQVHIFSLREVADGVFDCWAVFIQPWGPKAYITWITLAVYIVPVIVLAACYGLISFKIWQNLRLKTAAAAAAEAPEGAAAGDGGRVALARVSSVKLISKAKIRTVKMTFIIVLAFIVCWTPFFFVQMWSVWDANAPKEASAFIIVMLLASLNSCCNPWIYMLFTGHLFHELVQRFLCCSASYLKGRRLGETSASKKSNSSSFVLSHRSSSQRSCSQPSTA
TAAR1 antagonist: human TAAR1 antagonists, primary screen, Fluo-8 calcium fluorescence, CHO RD-HGA16 cells. Trace amine-associated receptor 1 (Homo sapiens), Q96RJ0. antagonist. inhibition, % at 3 µM. hit rate 1.5% among 360,000. AID 624466, 2012;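 active = inhibition above a per-plate cutoff, the mean inhibition of test compounds on that plate plus 3 SD, cut at about 49% in these data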;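 also: 0% = DMSO plus EC80 beta-PEA response and 100% = DMSO alone without agonist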
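Test system: RD-HGA16 CHO cells with stable hTAAR1 and Gα16 / Probe or stimulus: EC80 β-phenethylamine stimulus / Times: seeding 17-24 h prior, 75-min 37 °C, 30-min RT dye loading / Detection: Fluo-8 calcium-sensitive fluorescence / Read-out basis: % inhibition scaled between DMSO and EC80 PEA controls / Repeats: singlicate, one well per test compound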
OXTR potentiator: human OXTR potentiators, primary screen, fluorescence, CHO-OTR cells, Fluo-8 calcium; Oxytocin receptor (Homo sapiens), P30559; activation, % at 3 µM; Fluo-8 calcium fluorescence, potentiator mode; 0% = oxytocin EC15, 100% = EC100; hit rate 0.061% among 320,000;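 active = activation above that plate's cutoff, the mean activation of tested compounds plus 3 SD, cut at about 6.6% in these data, passing the limit was not always enough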;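 also: 100% uses oxytocin at 75 nM as the full agonist control; some results filed as inactive read as strong as hits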
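Dosing: Single dose, 3.0 µM nominal final compound concentration | Material: Human OTR in CHO cells | Technique: Kinetic Fluo-8 calcium fluorescence | Benchmarks: EC15 oxytocin alone as 0%, 75 nM oxytocin as 100% | Probe or stimulus: Oxytocin at about EC15, sub-maximal agonist stimulus | Incubation: Compound 6 min at room temperature before oxytocin, 100 s read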
CHO-K1 Ca antag: nonselective inhibitor or artifact in parental CHO-K1 cells; AID 602250; inhibition, % at 3 µM; hit rate 0.6% among 360,000; ATP-induced calcium, Fluo-8 fluorescence;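 active = inhibition above a per-plate cutoff, the plate's mean sample inhibition plus 3 SD, cut at about 24% in these data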;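 also: 0% = DMSO plus EC80 ATP and 100% = DMSO alone without ATP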
CHO-K1 Ca ag: counter-screen for M1 agonists: effect in parental CHO-K1 cells; Fluo-8 calcium fluorescence; scaled to maximal ATP response, vehicle zero; activation, % at 3 µM; hit rate 0.48% among 360,000; in the data active = activation above about 15%;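 also: untransfected CHO-K1 host cells lacking M1 receptor as counterscreen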
CHO parental Ca: ATP-evoked calcium signal inhibitors, parental CHO, primary screen, counter-screen for OX1R antagonist project, cell-based, fluorescence, Fluo-8 calcium dye | AID 463079, 2010 | inhibition, % at 5.6 µM | parental CHO-K1, ATP-induced calcium, Fluo-8 fluorescence | hit rate 0.63% among 330,000;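 active = inhibition above that plate's mean sample inhibition plus 3 SD, cut at about 26% in these data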;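 also: 0% = ATP-challenged DMSO wells and 100% = DMSO wells without ATP; some compounds past the cut are filed as inactive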
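test system = CHO parental line | reagent = ATP stimulus | measured by = intracellular calcium via Fluo-8 no-wash fluorescent dye | control set = ATP and no-ATP DMSO wells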
GPR7 antag: GPR7 receptor antagonists, primary screen, cell-based, fluorescence, single concentration; GPR7-expressing cells, fluorescence antagonist assay; inhibition, % at 4.4 µM; AID 1861, 2009; Neuropeptides B/W receptor type 1 (Homo sapiens), P48145; hit rate 1.1% among 290,000; in the data active = inhibition above about 16%, passing the limit was not always enough;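 also: cells stimulated with the agonist NPW; 0% = agonist with vehicle and 100% = vehicle without agonist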
V1R ag counter: agonists of human V1a receptor, primary screen, counter-screen for OXTR agonist project, fluorescence, CHO-V1R cells | hit rate 0.25% among 320,000 | Fluo-8 calcium fluorescence, agonist mode; 0% DMSO, 100% 3 nM vasopressin | activation, % at 3 µM | Vasopressin V1a receptor (Homo sapiens), P37288;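 active = activation above the mean activation of all tested compounds plus 3 SD, per screening run, cut at about 20% in these data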;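 also: signal is peak over basal fluorescence ratio across a 100 second FLIPR read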
Target sequence (P37288 whole entry, looked up): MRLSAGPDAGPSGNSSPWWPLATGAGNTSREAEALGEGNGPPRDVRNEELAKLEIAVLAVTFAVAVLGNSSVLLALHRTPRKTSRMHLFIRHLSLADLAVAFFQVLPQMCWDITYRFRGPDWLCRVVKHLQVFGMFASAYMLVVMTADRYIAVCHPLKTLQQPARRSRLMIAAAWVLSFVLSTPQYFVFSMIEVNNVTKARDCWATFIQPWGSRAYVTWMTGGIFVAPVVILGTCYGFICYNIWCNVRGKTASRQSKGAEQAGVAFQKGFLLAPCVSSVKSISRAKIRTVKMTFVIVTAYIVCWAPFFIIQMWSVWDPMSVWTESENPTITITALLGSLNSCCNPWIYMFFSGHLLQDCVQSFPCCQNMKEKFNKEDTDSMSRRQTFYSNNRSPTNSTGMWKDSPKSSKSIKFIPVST
Starred values were filed as active, the others as inactive; · = no result given; & = joins results of further samples.

mol	CHO-K1 Ca PAM	OXTR ag	TAAR1 antagonist	OXTR potentiator	CHO-K1 Ca antag	CHO-K1 Ca ag	CHO parental Ca	GPR7 antag	V1R ag counter
COc1ccc(OC)c(CCNC(=O)CN2C(=O)COc3ccc(S(=O)(=O)N4CCOCC4)cc32)c1	1	-1.1	-3	-8	-20	0.8	-8	1	-1.1
O=C(c1cc(-c2ccc3c(c2)OCO3)on1)N1CCCCC1	27	1.0	-14	-4	-16	0.9	8	6	-0.1
O=c1cc(-c2ccc(O)cc2)oc2cc(O)c([C@@H]3O[C@H](CO)[C@@H](O)[C@H](O)[C@H]3O)c(O)c12	10	1.9	1	1	-2	0.2	-11	·	0.7
Cc1ccc(OCC(=O)c2cc(C)n(C3CC3)c2C)c([N+](=O)[O-])n1	-12	0.1	11	-1	16	-0.1	-11	-7	0.1
CC(C)CN1CCC(=O)N([C@H](CO)Cc2ccccc2)CC1	21	-0.2	5	0	-12	-0.1	-2	-6	0.9
COc1ccc(NC(=O)c2cc(F)cc(F)c2)cc1S(=O)(=O)N1CCCCC1	10	0.4	-11	-6	-12	1.8	-31	·	1.7
OC(c1ccc(Cl)c(F)c1)c1ncc(-c2ccc(Oc3ccccc3)cc2)[nH]1 (stereo unspecified)	13	·	28	·	-3	2.5	·	·	·
O=C(Cc1ccccc1)N1CCN(c2ccccc2F)CC1	7	-0.8	9	3	-1	0.5	-6	4	1.1
CC(=O)CSc1nc2nccnc2[nH]1	-4	·	-4	·	-4	0.0	·	·	·
CCOc1ccccc1CN(Cc1ccco1)S(=O)(=O)c1ccc(-n2cnnn2)c(OC)c1	18	·	34	·	2	2.8	·	15	·
COc1ccc(C(=O)NC(=S)Nc2cccnc2)cc1OC	-12	0.8	7	-3	17	0.0	-6	5	0.8
CN(C)C(=O)c1nc2ccccc2s1	17	-0.5	1	5	-2	-0.3	-7	-1	0.3
COc1cccc(C(=O)NC(=S)Nc2ccc(Cl)cc2C(=O)O)c1	-17	-0.8	-31	-8	2	0.1	1	-21	-0.3
CCOc1cc2[nH]c(=S)n(CCCC(=O)NCc3ccco3)c(=O)c2cc1OCC	-5	-1.6	·	0	-6	-0.2	-16	4	-0.2
O=C(CCCC(=O)c1ccc(O)cc1)c1ccc(O)cc1	9	9.3	25	-12	-9	0.8	2	·	5.8
COc1ccccc1CNC(=O)COC(=O)c1sc(C)nc1C	7	0.4	-4	-1	-13	0.0	-12	·	1.3
CCC(C)NCCCCOc1cc(C)cc(C(C)C)c1 (stereo unspecified)	28	0.3	-13	-2	-9	1.0	-23	-1	2.0
CC(N)c1csc(Nc2ccc(C(=O)c3ccccc3)cc2)n1 (stereo unspecified)	28	·	-24	·	-13	3.4	·	·	·
CCCCC(=O)Nc1c2c(nn1-c1ccc(C)cc1)CS(=O)(=O)C2	3	0.1	7	-2	-7	-0.1	-13	3	-0.8
Cc1sc2nc(CN(Cc3ccccc3)C(=O)NC3CCCCC3)[nH]c(=O)c2c1C	-1	-0.7	10	-6	9	0.0	-28	-7	-0.5
COc1ccc(C(=O)CN2CCN(c3cc(C)nc4ccccc34)CC2)cc1	16	-0.1	-1	9	-13	1.4	-31	-3	-1.2
CC1CCCCN1c1ncnc(N)c1[N+](=O)[O-] (stereo unspecified)	4	0.1	-11	-1	0	0.3	-2	-11	0.7
Cc1ccc(Nc2cc(=O)n(C3CCCCC3)c(=O)[nH]2)cc1C	5	11	6	-7	5	1.5	-4	0	8.0
CC(C)C(=O)Nc1ccc(N2CCN(S(C)(=O)=O)CC2)cc1	7	-1.1	4	-11	4	-0.1	2	-5	0.2
COC(=O)c1ccccc1NC(=O)CSc1nc2ccsc2c(=O)n1CCCCC(=O)O	-2	·	-23	·	22	-0.3	·	·	·
O=C(CNC(=O)Cc1ccccc1)NCC(=O)OCC(=O)c1ccc(Cl)cc1	-13	-1.1	-21	-9	17	0.1	-1	4	-0.1
CC(C)(C)NC(=O)COC(=O)/C=C/c1ccccc1[N+](=O)[O-]	4	0.5	12	-8	3	0.3	-12	8	1.3
O=C(COc1ccc2ccccc2c1)NCCNC(=O)COc1ccc2ccccc2c1	3	1.5	2	9	-1	0.1	-18	-5	1.9
COc1ccc(NC(=O)c2ccccc2NC(=O)CSc2ccc(C)cc2)cc1	2	-0.8	7	2	-17	2.4	-11	-9	0.2
O=C(CSc1ccc(-c2cccs2)nn1)Nc1ccccc1	14	2.1	-19	-4	-15	5.9	1	-10	6.9
O=C(CN(Cc1ccco1)C(=O)CNS(=O)(=O)c1ccccc1)NCc1ccc(F)cc1	5	-0.2	-15	-16	-6	0.9	-15	-8	0.2
CN(C)NC1CC(=O)N(c2ccccc2)C1=O (stereo unspecified)	27	-0.2	8	-8	-13	1.5	-5	-2	0.1
O=C(Cc1ccc(Br)cc1)Nc1cccc(-c2cn3c(n2)SCC3)c1	12	1.9	-7	-7	-13	4.8	-15	-6	0.8
Cc1noc(C)c1NC(=O)Nc1cccc2c1O[C@H](CN(C)C(=O)Nc1ccc(C(F)(F)F)cc1)[C@@H](C)CN([C@H](C)CO)C2=O	-13	-0.8	4	-5	-6	0.6	-8	·	-0.5
O=C(CCCOc1ccccc1)Nc1cccc(C(=O)O)c1	17	0.1	-2	-2	-12	0.5	-10	-19	1.0
CC1(C(=O)Nc2cccc(C#N)c2)CCN1C(=O)Cc1ccc(-c2ccccc2)cc1 (stereo unspecified)	-6	·	32	·	28*	11	·	·	·
COc1cccc(-c2nn(-c3ccc(C)cc3)cc2C(=O)N2CCc3cc(OC)c(OC)cc3C2)c1	-3	-0.6	63*	-11	4	4.8	-25	·	-0.3
CN1CCc2c(c3ccccc3n2Cc2ccccc2)C1	4&20	1.8	-11&-10	-5	1&-5	0.5&0.6	-12	9	4.1
CC(C)CN(C(=O)COC(=O)c1cccc2ccccc12)c1c(N)n(Cc2ccccc2)c(=O)[nH]c1=O	8	0.4	2	-11	-4	0.9	-15	·	5.1
CNC(=O)Nc1cccc(C(F)(F)F)c1	15	1.5	-7	2	-6	1.3	-7	-19	1.2
COc1ccc(C2=NN(C(=O)CSc3nnc(-c4ccccc4F)o3)C(c3ccco3)C2)cc1 (stereo unspecified)	-8	-1.9	-29	-6	12	-0.7	-2	-7	-0.7
COc1ccc(/C=N\NS(=O)(=O)c2ccc(Cl)cc2)cc1COc1ccccc1[N+](=O)[O-]	13	-1.9	16	-12	-15	0.4	-9	0	-0.2
O=C(CN1C(=O)NC2(CCCC2)C1=O)OCc1c(F)cccc1Cl	9	0.2	-21	5	-17	3.5	-6	·	0.5
Brc1cc2c(cc1C1OCCCO1)OCO2	-3	·	-6	·	-2	-0.1	·	·	·
COc1ccc(N(C(=O)c2snc(C(N)=O)c2N)C(C(=O)NCc2ccccc2)c2ccc(O)cc2)cc1 (stereo unspecified)	8	·	15	·	-12	2.2	·	-16	·
COc1ccc(/C=N/NC(=O)c2nc(-c3ccccc3)n(-c3ccccc3)n2)c(O)c1	1	-2.0	9	3	3	0.3	-16	-7	-0.3
Cc1ccc(NC(=O)COC(=O)CC2CCCC2)cc1F	21	-1.3	4	-2	-9	0.8	-5	·	0.2
CCCCc1cc(=O)oc2c(CN3CCCC3)c(O)ccc12	12	4.2	-8	-9	-11	0.5	-10	20	-0.2
Fc1cccc(Cc2c(-c3ccco3)nc3c(Cl)cc(C(F)(F)F)cn23)c1	1	·	-18	·	-19	0.3	·	·	·
COc1ccc(N2C(=O)CC(N3CCC(C(N)=O)CC3)C2=O)cc1 (stereo unspecified)	-16	0.2	7	-6	-4	-0.2	-3	-6	1.5
CCCn1ncc(CN2CCC(C(=O)Nc3cccc(-c4cccc(F)c4)c3)CC2)c1C	3	2.6	7	-16	13	1.2	-5	11	16
CCCCc1oc2c(c(=O)c1C)C(=O)CC(c1ccccc1)C2 (stereo unspecified)	9	-1.6	0	-9	-5	-0.8	-30	-7	-0.3
COc1ccc(/C=N/OCC(=O)Nc2cc(C)on2)cc1OC	19	0.1	13	-4	-8	1.3	-9	26	0.2
COc1ccccc1C(CC(=O)Nc1nccs1)c1ccco1 (stereo unspecified)	0	-1.9	-4	-13	2	0.7	-28	24	-1.3
Cn1c2ccccc2c2cnn(CC(=O)O)c(=O)c21	9	0.4	13	-12	-2	0.1	-4	-6	1.0
Cc1cc(C)nc(/N=C2/NC(=O)CS2)n1	8	-0.8	13	-5	-15	0.5	1	9	0.6
